MT1-MMP act inh – inhibitors of human MT1-MMP activation | P50281 | HT1080 RFP-PRO-GFP cells, GFP/RFP ratio fluorescence, overnight; percent of plate control window, DMSO zero | GFP/RFP ratio change, % at 20 µM | 0.061% of 360,000 active | AID 651647;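 active means GFP/RFP ratio change of at least 30% with cell ATP level not reduced by more than half and red fluorescence within 50% of control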; further: strong numbers were not always called active
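Material: RFP-PRO-GFP reporter HT1080 cells. Dosing: single-point 20 µM compound, 1% DMSO. Controls: DMSO and RFP-L50D-GFP cell wells. Timing: cells overnight before dosing, compound overnight, 37 °C, 5% CO2. Measure: GFP/RFP fluorescence ratio.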
Rpn11 block – inhibitors of human proteasome Rpn11 | human 26S proteasome, Ub4-pepOG fluorescence polarization; 20S core pre-blocked with epoxomicin | calls only at 20 µM | AID 588493 | 0.59% of 360,000 active;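 active means inhibition at 20 µM, scaled to each plate's controls, above about 33%, limit read from the data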
MsrA act – activates bovine MsrA enzyme; purified bovine MsrA, absorbance read-out; activation, % at 10.6 µM; 0.3% of 360,000 active; AID 602163; in the data active means activation above about 7.5%;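 further: 0% = vehicle and 100% = reference activator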
CSN inh – blocks human CSN-mediated cullin deneddylation; Purified CSN, SCF-Nedd8-OG deneddylation, fluorescence polarization; inhibition, % at 12.5 µM; 0.38% of 360,000 active;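 active means pattern-corrected inhibition above about 35%, with an unprinted fluorescence ratio check between 0.5 and 1.5, limit read from the data, passing the limit was not always enough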;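 further: 0% = enzyme with substrate and 100% = substrate without enzyme; some results filed as inactive read as strong as hits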
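Test system: Human Csn5 produced in HEK293T cells | Compound: 12.5 µM single point | Times: 90 min, room temperature | Signal: Fluorescence polarization readout | Read-out basis: % inhibition of substrate cleavage by Csn5 | Controls: no-enzyme wells high, enzyme-with-substrate wells low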
PABP1 MLLE inh – blocks PAM2 peptide binding to the PABP1 MLLE domain; P11940; GST-MLLE / FITC-PAM2 fluorescence polarization; inhibition, % at 20 µM; 0.36% of 360,000 active; AID 588489; in the data active means inhibition above about 35%, passing the limit was not always enough;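 further: plate controls were DMSO wells with GST-MLLE for no effect and wells lacking GST-MLLE protein for full effect; some results filed as inactive read as strong as hits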
FAS TE block – blocks the thioesterase domain of human fatty acid synthase; AID 602261; 0.67% of 360,000 active; recombinant FAS-TE, OMFH fluorogenic substrate, fluorescence endpoint; inhibition, % at 15 µM; P49327;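 active means compounds whose normalised, plate-corrected inhibition of enzyme fluorescence in the single-dose primary screen is 50% or more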;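 further: 0% = DMSO with enzyme and 100% = substrate without enzyme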
E coli Lon inh – inhibitors of E. coli Lon protease; purified E. coli Lon protease, fluorescence polarization; 0.42% of 360,000 active; inhibition, % at 7.94 µM; in the data active means inhibition above about 13%, passing the limit was not always enough;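 further: 0% = enzyme with probe and DMSO and 100% = no enzyme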
Rin1-Abl PPI inh – blocks binding of human Rin1 to Abl; P00519+Q13671; TR-FRET Rin1/Abl binding, biochemical; inhibition, % at 7.35 µM; 0.4% of 360,000 active; AID 588664; in the data active means inhibition above about 5%, passing the limit was not always enough
MsrA inh – bovine MsrA inhibition; 0.75% of 360,000 active; inhibition, % at 15.5 µM; purified bovine MsrA, absorbance read-out; in the data active means inhibition above about 4.5%;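 further: 0% = vehicle wells with enzyme and 100% = reference inhibitor wells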
* = called active by the depositor; i = inactive; nt = no result given; + = active, no number.

SMILES	MT1-MMP act inh	Rpn11 block	MsrA act	CSN inh	PABP1 MLLE inh	FAS TE block	E coli Lon inh	Rin1-Abl PPI inh	MsrA inh
CSc1ncccc1C(=O)OCC(=O)N1CC(=O)Nc2ccccc21	1	i	-2	-6	1	-8	3	-5	1.8
Cc1cccc(NC(=O)c2ccc(COc3ccc4ccccc4c3)o2)n1	0	i	-8	6	-10	18	-9	1	-0.9
O=C(NCc1ccccn1)C(=O)NCC1OCCN1S(=O)(=O)c1ccc(Br)cc1 (stereo not given)	-4	i	-3	2	-2	-11	-6	1	1.6
CCOc1ccc(NC(=O)CN(c2cccc(C(F)(F)F)c2)S(C)(=O)=O)cc1	0	i	-8	0	3	7	-5	-3	0.5
O=C(CSc1ccccc1)N1CCCC(N2CCN(c3ccc(F)cc3)CC2)C1 (stereo not given)	2	i	-8	3	-13	1	-2	0	0.4
CC(C)CCNC(=O)[C@@H](Cc1ccccc1)NC(=O)CC[C@H]1O[C@@H](n2ccc(=O)[nH]c2=O)[C@H](O)[C@@H]1O	5	i	-9	3	16	0	-8	1	1.1
Cc1c(C(N)=O)sc(N)c1C(=O)OC(C)C	-2	i	-3	0	31	1	6	-36	0.7
O=C(C(F)C(F)(F)F)N1CCN(c2ccccc2)CC1 (stereo not given)	5	i	-4	0	0	-11	0	3	-0.2
COC(=O)c1nn(-c2ccccc2)c(=O)cc1O	0	i	-3	-1	12	-2	-12	-1	-1.4
Cc1n[nH]c(C)c1S(=O)(=O)N1CCC(C(=O)Nc2cccc(F)c2)CC1	1	i	-8	1	3	-5	1	-2	-0.1
Cc1c(NC(=S)NC(C)(C)C)c(=O)n(-c2ccccc2)n1C	-1	i	-1	-6	-7	-3	-9	1	0.1
COc1ccc(N2CCN(C(=O)CCc3ccccc3)CC2)cc1	2	i	-2	-4	-5	3	-19	-2	-0.1
C[C@H]1CC[C@]2(O[C@H](CCO)C[C@@H](O)[C@@H]2O)O1	0	i	-11	6	5	-9	-8	2	-0.7
N#C/C(=C\c1ccccc1)C(=O)Nc1cccnc1	-3	i	-1	0	-2	1	4	2	1.0
COc1ccc(CNC(=O)COC(=O)/C=C/c2cccs2)cc1	0	i	-7	-1	3	-7	-3	1	2.4
c1ccc(-c2nnc(CSc3nncs3)o2)cc1	3	i	0	-4	-4	-6	3	0	-0.6
Cn1nc(C(=O)Nc2ccccc2N2CCCC2)c2ccccc2c1=O	1	i	-3	1	6	8	-9	-4	0.3
CCOC(=O)C1CCN(C(=O)CCS(=O)(=O)c2ccc3c(c2)CCN3C(=O)CC)CC1	2	i	-12	-2	22	-5	-6	0	0.0
O=c1[nH][nH]c(=O)c2cc(N3CCCC3)ccc12	4	i	-2	-1	-26	-9	-9	1	3.0
COc1ccc(Cl)cc1Cn1c(C)c(C(=O)N(C)Cc2ccc(F)cc2)sc1=O	4	i	-5	-2	-3	11	-2	2	-0.3
O=C(CC(Cc1ccccc1)c1ccco1)NC1CCCCC1 (stereo not given)	nt	i	-2	-4	-3	7	11	0	0.9
O=C(Nc1ccc(S(=O)(=O)Nc2ncccn2)cc1)c1ccc(Br)cc1	nt	i	2	-4	9	-2	2	-4	-0.8
CS(=O)Cc1cc(Oc2ccccc2)nc(-c2ccncc2)n1 (stereo not given)	7	i	-8	-7	-3	-3	-5	2	0.0
CCOC(=O)c1c(C)nc(C(Cl)(Cl)Cl)nc1N	0	i	-9	-2	17	-6	-8	-4	-0.2
Cc1ccc(SCC(=O)NC(=O)Nc2ccc3c(c2)OCCO3)cc1C	3	i	-2	-12	-1	-3	-9	1	-1.4

Taken from above:
Under E coli Lon inh, O=C(Nc1ccc(S(=O)(=O)Nc2ncccn2)cc1)c1ccc(Br)cc1 has the entry 2
Under FAS TE block, COC(=O)c1nn(-c2ccccc2)c(=O)cc1O has the entry -2
Under Rin1-Abl PPI inh, O=C(CSc1ccccc1)N1CCCC(N2CCN(c3ccc(F)cc3)CC2)C1 (stereo not given) has the entry 0
Under MsrA inh, Cc1c(C(N)=O)sc(N)c1C(=O)OC(C)C has the entry 0.7
Under MsrA inh, N#C/C(=C\c1ccccc1)C(=O)Nc1cccnc1 has the entry 1.0

Continuation:
SMILES	MT1-MMP act inh	Rpn11 block	MsrA act	CSN inh	PABP1 MLLE inh	FAS TE block	E coli Lon inh	Rin1-Abl PPI inh	MsrA inh
CCOc1ccc(NC(=O)COC(=O)c2ccc3c(c2)OCO3)cc1	2	i	-4	-2	12	3	0	4	1.3
NC1=C([N+](=O)[O-])C(c2ccc3c(c2)OCO3)C2=C(CCCC2=O)O1 (stereo not given)	1	i	-3	-10	-18	-1	-12	-1	3.4
CCCCNC(=O)C[C@@H]1C[C@@]2(C(=O)OCC)CCCC=C2N(Cc2ccco2)C1=O	4	nt	3	-5	nt	-6	8	nt	-0.2
CN(C(=O)c1cccs1)c1ccc(OCC(=O)N2CCC(C(N)=O)CC2)cc1	5	i	-2	0	5	-8	4	2	-0.8
CC(C)CN(C(=O)CSc1ncnc2ccccc12)C1CCS(=O)(=O)C1 (stereo not given)	-4	i	-1	0	14	-6	-8	1	1.3
CCC(Cc1ccccc1)NC(=O)CCNS(=O)(=O)c1cc(Br)cnc1N (stereo not given)	-4	i	-2	-1	-4	3	5	-5	0.3
CN1CCC(N(C)S(=O)(=O)c2ccc(NC(=O)COc3cccc(Cl)c3)cc2)CC1	0	i	-2	1	10	-3	-12	3	0.1
CCOC(=O)C1CCN(S(=O)(=O)c2cc(C(=O)N3CCCCC3)ccc2OC)CC1	3	i	-3	-2	-4	-3	-6	1	-1.4
CC(=O)N1CCN(Cc2ccc(Br)s2)CC1	5	i	-1	-4	-18	-8	0	-3	-0.9
CC(Oc1ccccc1)C(=O)N1CCC2(CC1)Oc1ccc(F)cc1C(=O)C21CC(c2cccnc2)=NO1 (stereo not given)	-3	i	-2	1	-3	13	-6	1	0.7
COC(=O)[C@H](CC(C)C)NC(=O)Cn1cnc2c(SC)nc(N)nc21	-2	i	-4	-2	-6	-9	12*	0	-0.4
CC(C)CC(NC(=O)C1CCC(C)CC1)C(=O)NCc1cccnc1 (stereo not given)	0	i	3	-1	3	6	4	4	-0.8
COc1ccccc1C(=O)NCCC(=O)N1CCN(C(C)=O)CC1	-1	i	-7	2	8	-3	-1	3	-0.1
S=C(c1ccc(Cl)cc1)N1CCN(Cc2ccccc2)CC1	2	i	-1	-13	-7	14	2	5	-0.3
Cc1ccc(OCCNC(=O)c2ccc(COc3ccccc3)o2)cc1	-3	i	-2	2	-5	15	1	-3	-0.2
COc1ccc(C(C(=O)NC2CCCC2)N(C(=O)c2ccoc2C)c2ccccc2)cc1 (stereo not given)	-1	i	-2	6	14	6	-2	1	0.9
Cc1cc(C)n(CCC(=O)N/N=C/c2ccc(O)cc2)n1	-2	i	-4	2	-9	-7	-7	-1	1.0
Cc1ccc(S(=O)(=O)N2CCOCC2)cc1NC(=O)Cn1cc(C(F)(F)F)cc(Cl)c1=O	4	i	2	3	-6	-6	-1	2	0.7
COc1cc2[nH]c(=S)nc(NCc3ccccn3)c2cc1OC	2	i	-7	-4	114	-9	26*	-2	2.6
CCN1CCN(Cc2oc(CO)cc(=O)c2O)CC1	3	i	-2	2	-3	-7	3	5.0*	2.9
COc1ccc(N2CCN(C(=O)Cc3ccc(S(=O)(=O)N4CCOCC4)s3)CC2)cc1	-13	+	-8	6	-48	-6	-19	1	0.4
Cn1c(=O)c2c(nc3n2CC(CO)O3)n(C)c1=O (stereo not given)	-2	i	-3	0	-3	-4	6	-1	-0.9
Cc1cc(C2CC(=O)Nc3ccccc3S2)c(C)s1 (stereo not given)	2	i	-6	3	-10	4	0	0	-0.6
COc1ccc(N2C(=O)C3C4C=CC(C4)C3C2=O)c([N+](=O)[O-])c1 (stereo not given)	3	i	-9	4	11	-5	4	4	0.7
Cc1ccc(SCCc2cc[n+](CC(=O)c3ccccc3)cc2)cc1	-7	+	0	14	7	-6	-20	0	-1.0

Pulled one by one from the list above (two):
SMILES	MT1-MMP act inh	Rpn11 block	MsrA act	CSN inh	PABP1 MLLE inh	FAS TE block	E coli Lon inh	Rin1-Abl PPI inh	MsrA inh
CN1CCC(N(C)S(=O)(=O)c2ccc(NC(=O)COc3cccc(Cl)c3)cc2)CC1	0	i	-2	1	10	-3	-12	3	0.1
CCCCNC(=O)C[C@@H]1C[C@@]2(C(=O)OCC)CCCC=C2N(Cc2ccco2)C1=O	4	nt	3	-5	nt	-6	8	nt	-0.2

(more compounds)
SMILES	MT1-MMP act inh	Rpn11 block	MsrA act	CSN inh	PABP1 MLLE inh	FAS TE block	E coli Lon inh	Rin1-Abl PPI inh	MsrA inh
O=C(CNC(=O)c1ccco1)NC1CCCCCC1	-4	i	-6	-1	21	-6	8	-3	0.3
CSc1nnc2ccc(-c3ccccn3)nn12	-8	i	-11	1	-4	-4	0	-4	0.6
CC(Oc1ccc(Cl)cc1)C(=O)N1CCN(C(=O)c2ccco2)CC1 (stereo not given)	3	i	-4	2	9	-5	-4	0	1.6
CCNC(=O)C1CCCN(C(=O)c2ccc(-c3ccccc3)cc2)CC1 (stereo not given)	-7	i	-6	-1	-5	-7	10	4	-0.9
C[C@H](CO)N1C[C@H](C)[C@@H](CN(C)C(=O)Nc2ccc3c(c2)OCO3)Oc2ccc(NC(=O)Cc3ccccc3)cc2C1=O	1	i	-2	-1	-5	-5	-1	0	-0.7
COC(=O)c1cc(C)sc1NC(=O)CCCC(=O)O	-1	i	-4	0	-4	-5	0	-1	0.2
CC(C)(C)c1ccc(NC(=O)Nc2ccc(F)cc2)cc1	1	i	-1	0	-18	10	4	0	-1.2
Cc1ccccc1OCc1nnc(SC(C)C(=O)O)n1Cc1ccccc1 (stereo not given)	0	i	-8	2	-144	0	-8	2	-1.1
O=C(Nc1ccc(C(=O)O)cc1)/C(=C\c1ccccc1)NC(=O)c1ccc(Br)cc1	-2	i	-1	-8	1	5	0	-1	-0.3
N#Cc1ccccc1OCC(=O)OCC(=O)NC1CCCC1	0	i	-6	5	-4	-6	-7	3	0.5
Clc1ccc(C2=Nn3c(nnc3-c3cccnc3)SC2)s1	0	i	-13	0	-4	4	-7	-9	0.2
CN1CCN(C(c2ccc(F)cc2)c2nnnn2Cc2cccs2)CC1 (stereo not given)	-3	i	-4	-2	13	-4	-3	3	-1.9
COc1cccc(C(=O)COc2ccc(NC(=O)c3cccs3)cc2)c1	4	i	-8	-4	4	12	-4	4	1.2
Cc1cc(C)cc(OCc2nnc(SCC(=O)c3ccc(Br)cc3)o2)c1	7	i	-3	10	-132	28	-13	4.7*	0.3
Cc1c(C(=O)OCC(=O)N2CCCC2=O)oc2ccccc12	3	i	-3	1	5	7	-11	2	-1.0
COc1ccccc1C1C(C(C)=O)=C(C)N=c2s/c(=C\c3cc(OC)c(OC)c(OC)c3)c(=O)n21 (stereo not given)	5	i	2	3	-21	13	-9	-2	0.2
COc1ccccc1-c1cc(N)n[nH]1	-1	i	-10	6	3	-10	-4	3	0.9
Cc1cccc(NS(=O)(=O)c2cc(C(=O)N3CCN(C)CC3)ccc2C)c1	1	i	0	-2	-5	-6	-12	3	1.2
Cc1cccnc1NC(N)=S	1	i	-1	2	13	-7	-5	2	-0.6
COc1ccc(C(=O)[C@H]2[C@H]3C(=O)N(c4ccccc4)C(=O)[C@H]3C3C=CC=NN32)cc1 (stereo not given in full)	-3	i	-3	10	-27	-3	4	-2	1.5
CCc1cc(C(=O)NNC(=S)Nc2cccc(C)c2)cs1	5	i	0	-1	29	-5	1	-1	0.5
CCCCN(C)c1c(C)nc2ccc(C(=O)N(C)CCN(C)C)cn12	0	i	-1	1	-1	-3	-1	2	0.4
CSCCC(NC(=O)c1ccccc1)C(=O)N/N=C(\C)Cc1ccccc1 (stereo not given)	-1	i	-1	1	0	0	-8	2	0.2
O=CN(Cc1ccco1)C1(C(=O)NC2CCCCC2)CCCCC1	5	i	-1	2	8	-8	-7	-2	-0.2
